Screening results deposited in PubChem by The Scripps Research Institute Molecular Screening Center.
CHO parental Ca – signal in parental CHO cells, OX1R antagonist counter-screen. 0.63% of 330,000 active. parental CHO-K1, ATP-induced calcium, Fluo-8 fluorescence. inhibition, % at 5.6 µM;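 active = inhibition above that plate's mean sample inhibition plus 3 SD, cut at about 26% in these data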;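 also: 0% = ATP-challenged DMSO wells and 100% = DMSO wells without ATP; some compounds past the cut are filed as inactive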
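Material: parental CHO cells / Compound: single nominal dose of 5.6 µM per compound / Signal: Fluo-8 fluorescence / Replicates: singlicate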
OXTR potentiate – human OXTR potentiation. P30559. CHO-OTR cells, Fluo-8 calcium fluorescence, potentiator mode; 0% = oxytocin EC15, 100% = EC100. activation, % at 3 µM. 0.061% of 320,000 active. AID 2445;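 active = activation above that plate's cutoff, the mean activation of tested compounds plus 3 SD, cut at about 6.6% in these data, passing the limit was not always enough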;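 also: 100% uses oxytocin at 75 nM as the full agonist control; some results filed as inactive read as strong as hits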
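Assay system: CHO-OTR cells, human receptor / Also added: oxytocin at about EC15, sub-maximal agonist stimulus / Dosing: single dose, 3.0 µM nominal final compound concentration / Incubation: 6 min pre-incubation, 100 s read / Technique: Fluo-8 calcium dye fluorescence / Read-out: % activation vs EC15 and EC100 oxytocin / Benchmarks: EC15 oxytocin low, 75 nM oxytocin high / Replicates: singlicate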
M1 PAM – potentiates human M1 receptor response to acetylcholine; P11229; AID 588819; activation, % at 3 µM; 0.088% of 360,000 active; CHO-K1 hM1, Fluo-8 calcium fluorescence, ACh EC20; 0% = ACh EC20, 100% = maximal ACh; in the data active = activation above about 19%, passing the limit was not always enough
TAAR1 ag – human TAAR1 agonism; Q96RJ0; CHO RD-HGA16 TAAR1, Fluo-8 calcium fluorescence; vehicle wells 0%, saturating PEA agonist 100%; activation, % at 3 µM; 0.99% of 360,000 active; AID 624467;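 active = activation above the mean activation of all test compounds in the run plus 3 SD, cut at about 38% in these data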
Target sequence (Q96RJ0 whole entry, looked up): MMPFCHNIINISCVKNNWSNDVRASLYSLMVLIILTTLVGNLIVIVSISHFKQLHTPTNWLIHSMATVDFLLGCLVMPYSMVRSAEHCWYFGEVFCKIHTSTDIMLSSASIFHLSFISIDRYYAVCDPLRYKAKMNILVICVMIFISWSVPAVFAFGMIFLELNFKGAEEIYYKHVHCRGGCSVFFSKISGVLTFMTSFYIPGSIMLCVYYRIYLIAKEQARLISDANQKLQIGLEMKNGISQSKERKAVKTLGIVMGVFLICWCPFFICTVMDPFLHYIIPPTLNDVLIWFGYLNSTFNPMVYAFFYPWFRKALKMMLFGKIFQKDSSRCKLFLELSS
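Benchmarks: low control DMSO, high control PEA (EC100); System: CHO RD-HGA16 cells carrying human TAAR1 plus Gα16; Detection: Fluo-8 fluorescence, 5 s baseline then 140 s kinetic read; Schedule: 17-24 h plating, Fluo-8 75 min 37 °C, 30 min RT; Read-out basis: % activation from peak over basal fluorescence ratio, DMSO-to-PEA scaled.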
OXTR ag – activates the human oxytocin receptor; AID 2435; P30559; activation, % at 3 µM; CHO-OTR cells, Fluo-8 calcium fluorescence; normalized: DMSO 0%, oxytocin 100%; 0.32% of 320,000 active;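 active = activation above the mean of all tested compounds plus 3 SD, cutoff set per screening run, cut at about 20% in these data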;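 also: peak over basal fluorescence ratio from a 100 s FLIPR kinetic read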
M1 ag – human M1 muscarinic receptor agonism. CHO-K1 hM1, Fluo-8 calcium fluorescence, agonist mode; 0% DMSO, 100% acetylcholine EC100. activation, % at 3 µM. 0.33% of 360,000 active. AID 588814;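 active = activation above the run's mean compound activation plus 3 SD, cut at about 16% in these data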;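 also: peak over basal fluorescence ratio within a 140 s kinetic read after compound addition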
CHRM1 antagonist – human CHRM1 antagonism | AID 588852 | CHO-K1 hM1, Fluo-8 calcium fluorescence, ACh EC80 antagonist | inhibition, % at 3 µM | 1.3% of 360,000 active;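 active = percent inhibition above its own plate's cutoff, namely the mean of that plate's compound wells plus 3 SD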;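 also: peak over basal fluorescence ratio during 140 s after agonist addition; 0% = ACh EC80 plus DMSO and 100% = DMSO alone without agonist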
TAAR1 antagonist – antagonists of human TAAR1 | inhibition, % at 3 µM | 1.5% of 360,000 active | CHO RD-HGA16 TAAR1, Fluo-8 calcium fluorescence, antagonist;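 active = inhibition above a per-plate cutoff, the mean inhibition of test compounds on that plate plus 3 SD, cut at about 49% in these data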;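 also: 0% = DMSO plus EC80 beta-PEA response and 100% = DMSO alone without agonist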
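Test system – hTAAR1-expressing CHO RD-HGA16 cells, Gα16-coupled · Also added – β-PEA at EC80 concentration, post-compound challenge · Compound – 3 µM, single point · Incubation – dye loading 75 min at 37 °C, then 30 min room temperature · Measured by – Fluo-8 intracellular calcium dye fluorescence, real-time kinetic reads · Benchmarks – vehicle and agonist controls · Replicates – singlicate, one well per test compound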
V1aR counter – activates human V1a receptor in oxytocin agonist counter-screen; P37288; CHO-V1R cells, Fluo-8 calcium fluorescence, agonist mode; 0% DMSO, 100% 3 nM vasopressin; activation, % at 3 µM; 0.25% of 320,000 active; AID 2797;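 active = activation above the mean activation of all tested compounds plus 3 SD, per screening run, cut at about 20% in these data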;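 also: signal is peak over basal fluorescence ratio across a 100 second FLIPR read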
Target sequence (P37288 whole entry, looked up): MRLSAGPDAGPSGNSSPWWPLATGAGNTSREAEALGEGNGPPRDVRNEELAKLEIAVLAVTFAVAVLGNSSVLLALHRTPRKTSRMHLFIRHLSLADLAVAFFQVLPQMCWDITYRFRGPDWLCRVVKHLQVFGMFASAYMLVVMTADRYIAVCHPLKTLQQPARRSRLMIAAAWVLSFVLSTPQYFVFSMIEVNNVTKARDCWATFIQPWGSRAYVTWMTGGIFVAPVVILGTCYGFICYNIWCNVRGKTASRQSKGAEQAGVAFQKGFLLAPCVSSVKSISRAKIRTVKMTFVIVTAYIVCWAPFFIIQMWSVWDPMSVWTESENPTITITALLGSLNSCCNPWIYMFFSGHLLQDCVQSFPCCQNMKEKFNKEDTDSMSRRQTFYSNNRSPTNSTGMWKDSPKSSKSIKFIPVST
* marks the source's active call; other numbers are inactive results; nt = not tested or not shown.

SMILES	CHO parental Ca	OXTR potentiate	M1 PAM	TAAR1 ag	OXTR ag	M1 ag	CHRM1 antagonist	TAAR1 antagonist	V1aR counter
CCCNc1ncc2c(=O)[nH][nH]c(=O)c2n1	nt	nt	-3	0	nt	-2	4	-1	nt
CC(C)Nc1ncnc2c1ncn2[C@H]1CN(Cc2cccs2)C[C@@H](CO)O1	nt	nt	14	1	nt	6	-17	5	nt
CCOc1ccc(Nc2ccc(C(=O)O)cc2[N+](=O)[O-])cc1	1	-12	14	-1	-1.2	-5	-26	-31	-1.1
CCOCCCNC(=O)CCCn1nc(C)n2c(cc3sccc32)c1=O	4	-4	-2	1	0.2	-2	3	-16	1.0
CNC(=O)C1CCN(S(=O)(=O)c2c(C)noc2/C=C/c2ccc(C)cc2)CC1	0	-3	8	-1	-0.2	-3	-13	-16	0.9
COc1cc(OC)cc(-c2nnc(NC(=O)CCS(=O)(=O)c3ccc(C)cc3)o2)c1	-17	-5	9	-2	-2.3	-7	-7	5	-0.7
Cc1ccc(Nc2nc(Cl)c(C=O)s2)cc1Cl	-13	-18	-3	10	-0.8	0	7	16	-0.1
Cc1nc2sc(C(c3ccco3)N3CC(C)OC(C)C3)c(O)n2n1 (stereo not drawn)	-6	1	-2	12	0.4	-3	13	0	0.0
CCn1c(=O)n(CC)c2cc([N+](=O)[O-])ccc21	-5	-7	11	6	0.2	-6	-12	-11	0.0
O=C1C2C3C=CC(C3)C2C(=O)N1CCN1CCN(Cc2ccc([N+](=O)[O-])cc2)CC1 (stereo not drawn)	-3	-5	4	9	0.2	-9	1	2	1.7
CC(C)/C=C1\CCc2c([nH]c3ccccc23)C1=O	-29	-2	5	-2	-0.3	-3	-4	-20	-0.2
C=C(C)COc1ccc2c3c(c(=O)oc2c1OCC(=C)C)CCC3	-4	1	3	12	-1.9	-2	-20	37	-0.9
CCOC(=O)c1c(NC(=O)c2cccs2)sc2c1CCC2	0	-8	-3	11	0.1	-6	-14	-13	0.0
O=C(C1CCN(S(=O)(=O)N2CCC3(CC2)OCCO3)CC1)N1CCC(Cc2ccccc2)CC1	4	-2	-3	4	3.6	-3	8	-10	4.2
CC1(C)C2CCC(C2)C1C/C=N/NC(N)=S (stereo not drawn)	-10	-8	12	1	-1.4	-4	-9	-21	-0.6
CC(C(=O)NC(C)(C)C)N(C(=O)CS(=O)CC(=O)Nc1ccc(F)cc1)C1CCCC1 (stereo not drawn)	-9	-4	5	4	0.7	-3	-6	1	0.0
CCOC(=O)N/N=C(\C)c1ccc(C)c([N+](=O)[O-])c1	-4	-2	-2	-4	-1.1	-4	3	-13	-1.0
COc1ccc(OCCC(=O)c2ccc(OC)cc2)cc1	1	0	11	1	-0.9	-1	-6	-25	-1.3
COc1ccc(-c2noc(CCC(=O)NCCc3ccccc3)n2)cc1OC	nt	nt	7	25	nt	-3	-9	-9	nt
O=C(O)c1cccc(S(=O)(=O)N(Cc2ccccc2)c2ccccc2)c1	1	-22	6	6	0.5	-6	-9	-3	-0.1
O=C1N(CN2CCN(c3cccc(Cl)c3)CC2)c2ccccc2C12OCCCO2	-2	-3	-6	11	0.1	-6	3	2	0.6
CCCS(=O)(=O)N1CCCC(C(=O)N2CCOCC2)C1 (stereo not drawn)	-9	-11	5	1	0.5	5	-7	-33	0.4
COCCC(=O)N1CCC(Oc2ccc(C(=O)N3C[C@H]4CC[C@H]3C4)cc2)CC1	7	-5	10	1	0.5	0	-6	-31	1.9
COc1ccc(-c2cc(C(=O)N3CCCCC3)c3ccccc3n2)cc1OC	-3	-17	11	7	-0.7	1	-3	26	-0.1
CCc1nc2c(OCC(=O)c3ccc(Cl)cc3Cl)cccn2c1N(C)C(=O)c1cccs1	nt	nt	6	-2	nt	-8	-17	2	nt
O=C(COC(=O)c1cnccn1)c1ccc(Cl)cc1	-4	-3	7	1	0.9	-2	-4	-15	1.5
CC(C)(C)N(Cc1cc2ccccc2[nH]c1=O)C(=O)c1ccco1	-20	0	2	5	-1.4	-12	-1	-17	1.8
Cc1nc2ccccc2n1S(=O)(=O)c1cc(C(=O)O)ccc1Cl	3	-20	8	2	0.3	-4	-9	-11	0.9
CCC(=O)OC1(C)C(=O)C=C2C=C(c3ccsc3)OC=C2C1=O (stereo not drawn)	-12	-1	-6	nt	2.0	-4	17	nt	1.8
CC(=O)Nc1ccc(S(=O)(=O)NCC(=O)NCCCc2ccccc2)cc1	-15	-7	22	0	0.4	-1	-20	14	0.3
COCCCNC(=O)c1ccc(CS(=O)(=O)c2ccccc2C)o1	-6	-12	5	3	-0.5	-3	-11	-13	1.0
C/C(=N\NC(=O)c1ccccc1)c1c(C)[nH]n(-c2ccccc2)c1=O	-5	-2	3	2	-0.7	-3	1	25	1.0
O=CN1CCc2scc[n+]2-c2ccccc21	-4	-4	12	25	0.0	-5	-16	3	-0.1
Nc1c(N(CCO)C(=O)COc2ccc(Cl)cc2)c(=O)[nH]c(=O)n1Cc1ccccc1	-3	-1	10	4	0.5	-7	-3	-12	-0.2
CN1C(C(=O)Nc2ccc(F)cc2F)=CC(c2ccco2)=NS1(=O)=O	-6	-8	4	1	-0.1	1	-11	20	2.5
O=C(C(=O)N1CCN(c2cccc(Cl)c2)CC1)c1c[nH]c2ccccc12	-15	-11	9	2	2.2	-5	-4	0	2.0
Cc1ccc(C(=O)Cn2c(NCCO)nc3ccccc32)cc1	-18	-10	8	12	1.0	-2	-18	-3	1.0
Fc1cc(Cl)cc2ccc(-c3ccccc3)nc12	nt	nt	-4	0	nt	-4	7	-30	nt
Clc1ccc(CCNc2nc3ccccc3s2)cc1	-25	-9	1	7	-2.6	-2	-5	-11	-1.2
CCOc1ccccc1OCCOCCOc1ccccc1[N+](=O)[O-]	-25	-2	0	6	-1.6	-5	0	-1	0.2

A section of the results above:
SMILES	CHO parental Ca	OXTR potentiate	M1 PAM	TAAR1 ag	OXTR ag	M1 ag	CHRM1 antagonist	TAAR1 antagonist	V1aR counter
O=C(C(=O)N1CCN(c2cccc(Cl)c2)CC1)c1c[nH]c2ccccc12	-15	-11	9	2	2.2	-5	-4	0	2.0
Cc1ccc(C(=O)Cn2c(NCCO)nc3ccccc32)cc1	-18	-10	8	12	1.0	-2	-18	-3	1.0

Next entries.
SMILES	CHO parental Ca	OXTR potentiate	M1 PAM	TAAR1 ag	OXTR ag	M1 ag	CHRM1 antagonist	TAAR1 antagonist	V1aR counter
CC1CCN(S(=O)(=O)c2cccc(-c3nnc(-c4cccnc4)o3)c2)CC1	-14	-6	4	10	-1.3	-2	1	7	0.1
Cc1ccc(S(=O)(=O)NCc2ccc3[nH]c(C)cc3c2)cc1	-5	-6	-7	1	2.0	0	3	-11	3.0
COc1cc(NC(=O)COC(=O)/C=C/c2ccccc2Cl)cc(OC)c1	-21	-8	-5	2	-1.0	-3	2	-14	1.0
CCOC(=O)c1cnc(-n2nc(C)cc2C)nc1NCc1ccc2c(c1)OCO2	-20	-16	1	22	5.0	3	4	45	-1.4
COc1ccc(-c2nc3ncnn3cc2C)cc1F	-11	-15	12	3	1.2	-4	-17	-19	3.7
CC(=O)N1N=C(c2ccc(C)cc2)OC1c1ccc(C(C)C)cc1 (stereo not drawn)	-26	-18	11	17	-0.9	-2	-4	17	0.6
CCOc1ccc(N(CC)C(=O)COc2cc(=O)n(C)c3ccccc23)cc1	-19	4	4	0	-1.2	-7	-5	-33	0.6
CCOc1ccc(CCNC(=O)CSc2nc3ncc(Cl)cc3[nH]2)cc1OCC	-20	3	17	1	-1.1	-2	-20	-24	0.1
Cc1cc(C(=O)COC(=O)c2ccc[nH]c2=O)c(C)n1C1CC1	-8	-4	8	0	0.5	-7	-12	-29	0.3
COc1ccc(CNC(=O)C(=O)NCC2OCCN2S(=O)(=O)c2cccs2)cc1 (stereo not drawn)	-9	-5	7	1	0.2	-3	-14	-13	-0.2
O=C(Cn1ncc2c3ccccc3n(Cc3ccccc3)c2c1=O)N1CCN(c2ncccn2)CC1	-15	-4	5	nt	-1.6	-2	-4	nt	0.2
Nc1ncnc(Nc2ccc(F)cc2)n1	-5	-4	11	1	-0.3	-6	-9	-12	5.8
CSc1ccccc1NC(=O)CN(c1ccccc1)S(=O)(=O)N(C)C	4	-21	-1	0	-0.8	-1	6	5	1.2
N#CCC(=O)Nc1ccc(C(=O)OCC(=O)Nc2cc(-c3ccccc3)nn2-c2ccccc2)cc1	nt	nt	-9	7	nt	-2	18	45	nt
CC(C)CC(=O)Nc1ccc(C(=O)COC(=O)C2CCC2)cc1	9	-1	3	0	3.8	-3	2	-21	10
CCC(C(=O)Nc1cccc(OC)c1)n1nc(C)c2c(C)n(-c3ccccc3)nc2c1=O (stereo not drawn)	-31	-1	1	1	-1.1	-5	-5	-33	0.4
Cc1cccc(C)c1OCc1nnc(SCC(=O)Nc2ccccc2F)o1	-11	-8	-10	2	4.5	-1	5	4	2.8
O=C(NCc1ccc(F)cc1)C1CCCN1S(=O)(=O)c1ccccc1C(F)(F)F (stereo not drawn)	-11	-10	8	11	-0.1	-3	-4	-6	-0.6
CCc1cc(C(=O)NC2CCCN(Cc3ccccc3F)C2)n(C)n1 (stereo not drawn)	-7	-6	-3	4	6.6	1	5	-13	7.4
Cc1ccc(-c2cc(C(=O)NN3CCOCC3)c3cc(Br)ccc3n2)o1	-5	0	5	4	0.7	-5	-3	13	0.3
CCOCCCNC(=S)NCCCNc1nc2c(C)c(C)ccc2cc1C#N	nt	nt	1	5	nt	-4	13	28	nt
COCCNC(=O)c1ccc2c(=O)n(CCCN3CCCC3=O)c(=S)[nH]c2c1	-2	1	10	1	1.4	-2	-9	-34	0.8
O=C(Cn1ccn(-c2ccc(F)c(Cl)c2)c(=O)c1=O)NCCc1ccccc1	-6	-5	7	nt	-1.1	-1	-20	nt	-1.4
O=[N+]([O-])c1cccc(S(=O)(=O)c2ccc(NCCO)c([N+](=O)[O-])c2)c1	-14	-22	-6	8	3.0	-9	2	6	2.6
O=C(CSc1nnc(-c2ccncc2)n1Cc1ccco1)Nc1nccs1	-10	-16	2	7	1.2	-1	-12	-9	1.2
CC(C)[C@@H](NC(=O)C1CCN(C(=O)[C@@H]2CCCN2C(=O)OC(C)(C)C)CC1)C(=O)NCc1ccc(F)cc1	-17	2	9	0	-1.3	-3	-5	-9	-0.4
Cc1ccc(CNC(=O)CCCOc2cc(=O)n(C)c3ccccc23)o1	-10	-1	1	15	-0.1	-5	6	-11	-0.5
